PABP1 MLLE inh – blocks PAM2 peptide binding to the PABP1 MLLE domain; GST-MLLE / FITC-PAM2 fluorescence polarization; inhibition, % at 20 µM; P11940; AID 588489; actives 0.36% (n = 360,000); in the data active means inhibition above about 35%, passing the limit was not always enough;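 further: plate controls were DMSO wells with GST-MLLE for no effect and wells lacking GST-MLLE protein for full effect; some results filed as inactive read as strong as hits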
Target sequence (P11940 whole entry, looked up, the tested form may be a part): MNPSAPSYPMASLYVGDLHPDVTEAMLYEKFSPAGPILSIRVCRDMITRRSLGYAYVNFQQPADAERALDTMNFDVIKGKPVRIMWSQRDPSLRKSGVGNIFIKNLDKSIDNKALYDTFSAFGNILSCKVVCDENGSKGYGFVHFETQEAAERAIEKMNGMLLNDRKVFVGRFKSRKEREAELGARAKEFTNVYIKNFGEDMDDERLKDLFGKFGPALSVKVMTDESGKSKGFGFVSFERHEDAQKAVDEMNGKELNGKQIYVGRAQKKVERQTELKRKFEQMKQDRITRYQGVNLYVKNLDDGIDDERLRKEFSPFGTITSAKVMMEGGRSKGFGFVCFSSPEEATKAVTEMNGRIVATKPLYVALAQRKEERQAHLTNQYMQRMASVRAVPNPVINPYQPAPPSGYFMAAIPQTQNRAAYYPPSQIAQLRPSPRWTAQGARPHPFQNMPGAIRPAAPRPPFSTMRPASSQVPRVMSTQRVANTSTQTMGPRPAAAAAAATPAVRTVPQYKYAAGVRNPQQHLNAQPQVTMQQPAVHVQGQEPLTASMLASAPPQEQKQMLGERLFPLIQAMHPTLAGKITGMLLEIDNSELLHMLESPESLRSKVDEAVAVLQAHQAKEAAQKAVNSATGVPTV
Rpn11 block – inhibitors of human proteasome Rpn11; actives 0.59% (n = 360,000); human 26S proteasome, Ub4-pepOG fluorescence polarization; 20S core pre-blocked with epoxomicin; calls only at 20 µM;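 active means inhibition at 20 µM, scaled to each plate's controls, above about 33%, limit read from the data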
NadD inh – inhibitors of Staphylococcus aureus NadD; purified NadD enzyme, colorimetric absorbance read-out; inhibition, % at 20 µM; actives 0.78% (n = 360,000); AID 602399; in the data active means inhibition above about 26%; further: some compounds past the cut are filed as inactive
Neddylation inh – inhibitors of human cullin neddylation | P61081+Q13564 | TR-FRET cullin neddylation, biochemical | calls only at 25 µM | actives 0.58% (n = 360,000) | AID 651699; in the data active means inhibition above about 36%
FAS-TE inh – inhibitors of human fatty acid synthase thioesterase domain; P49327; recombinant FAS-TE, OMFH fluorogenic substrate, fluorescence endpoint; inhibition, % at 15 µM; actives 0.67% (n = 360,000); AID 602261;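 active means compounds whose normalised, plate-corrected inhibition of enzyme fluorescence in the single-dose primary screen is 50% or more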;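 further: 0% = DMSO with enzyme and 100% = substrate without enzyme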
CSN deneddyl inh – inhibitors of human CSN-mediated cullin deneddylation. Q92905. Purified CSN, SCF-Nedd8-OG deneddylation, fluorescence polarization. inhibition, % at 12.5 µM. actives 0.38% (n = 360,000);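 active means pattern-corrected inhibition above about 35%, with an unprinted fluorescence ratio check between 0.5 and 1.5, limit read from the data, passing the limit was not always enough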;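 further: 0% = enzyme with substrate and 100% = substrate without enzyme; some results filed as inactive read as strong as hits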
Target sequence (Q92905 whole entry, looked up, one chain of several): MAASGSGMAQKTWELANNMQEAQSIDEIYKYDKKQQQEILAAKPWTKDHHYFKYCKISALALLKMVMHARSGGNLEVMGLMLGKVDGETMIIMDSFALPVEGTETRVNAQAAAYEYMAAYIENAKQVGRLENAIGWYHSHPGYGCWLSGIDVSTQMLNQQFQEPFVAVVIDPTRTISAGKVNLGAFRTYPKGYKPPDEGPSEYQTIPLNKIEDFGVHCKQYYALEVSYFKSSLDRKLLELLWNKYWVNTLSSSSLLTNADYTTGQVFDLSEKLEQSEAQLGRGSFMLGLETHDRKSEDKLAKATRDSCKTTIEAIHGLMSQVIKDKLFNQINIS
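Material: human Csn5 produced in HEK293T cells; Input: enzyme 0.24 nM; Reagent: SCFSkp2-Nedd8OG substrate at 10 nM final; Dosing: 12.5 µM compound; Incubation: 90 min reaction at room temperature; Detection: fluorescence polarization of the substrate; Evaluation: % inhibition of substrate cleavage by Csn5; Control set: substrate-only high control, full reaction low control.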
Rin1 Abl inh – inhibitors of human Rin1-Abl protein interaction | P00519+Q13671 | TR-FRET Rin1/Abl binding, biochemical | inhibition, % at 7.35 µM | actives 0.4% (n = 360,000); in the data active means inhibition above about 5%, passing the limit was not always enough
MT1-MMP act inh – MT1-MMP (human) activation inhibition; P50281; actives 0.061% (n = 360,000); HT1080 RFP-PRO-GFP cells, GFP/RFP ratio fluorescence, overnight; percent of plate control window, DMSO zero; GFP/RFP ratio change, % at 20 µM;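 active means GFP/RFP ratio change of at least 30% with cell ATP level not reduced by more than half and red fluorescence within 50% of control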; further: strong numbers were not always called active
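Test system: HT1080 RFP-PRO-GFP cells; Benchmarks: DMSO and RFP-L50D-GFP cell wells; Timing: cells overnight before dosing, compound overnight, 37 °C, 5% CO2; Compound: one 20 µM compound dose with 1% DMSO; Read-out: GFP/RFP fluorescence ratio.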
SKN-1 inh – C. elegans SKN-1 inhibition. inhibition, % at 21.8 µM. actives 0.49% (n = 360,000). AID 624304. C. elegans VP596 Pgst-4::GFP/RFP ratio, acrylamide-induced, 24 h;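 active means interference check ratio from 0.5 to 1.5 plus GFP to RFP signal ratio inhibition reaching or exceeding a fixed threshold, cut at about 30% in these data, passing the limit was not always enough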; further: some compounds called inactive have numbers as strong as hits
Starred values were filed as active, the others as inactive; i = inactive; x = not tested or not shown.

SMILES	PABP1 MLLE inh	Rpn11 block	NadD inh	Neddylation inh	FAS-TE inh	CSN deneddyl inh	Rin1 Abl inh	MT1-MMP act inh	SKN-1 inh
O=C(Nc1ccc(Cl)c(C(F)(F)F)c1)C(=O)N1CCCCC1	-17	i	-4	i	22	-1	2	-1	9
O=C(NNC(=O)c1ccccc1O)c1ccc(Cl)c(S(=O)(=O)N2CCCCC2)c1	-4	i	1	i	8	-2	2	2	13
Cc1cccc(C(=O)NCCC(=O)Nc2ccc(C#N)cc2)c1	1	i	-2	i	-4	-3	0	3	4
O=C(NCC(=O)N1CCN(C(=O)c2ccco2)CC1)c1ccc(Cl)cc1	9	i	1	i	-4	-2	5	4	16
COc1cc(-c2cc(NC=O)c3ncc(-c4cccc(C(=O)N(C)C)c4)n3c2)cc(OC)c1OC	-41	i	2	i	-5	5	-2	-1	19
COc1cc(C2C3=C(CC(C)(C)CC3=O)OC(N)=C2[N+](=O)[O-])ccc1O (stereo not drawn)	6	i	-4	i	-8	1	5	1	2
Cc1cccc(NC(=O)CSc2nnc([C@@H](N)Cc3ccccc3)o2)c1C	-1	i	-4	i	-4	-2	-1	0	7
Cc1cc(C)c2cc(C)c(SCC(=O)NCc3ccco3)nc2c1	4	i	3	i	20	1	0	1	-8
Cc1c(C)n2c(SCC(=O)N3CCC(C)CC3)nnc2[nH]c1=O	-9	i	-5	i	-6	-2	0	0	27
Cc1cccc(C)c1NC(=O)N1CC=CCC1	6	i	-5	i	-3	5	0	1	1
COCCCNC(=O)/C(C#N)=C/c1ccc(F)cc1	24	i	-1	i	2	-4	-5	1	2
COc1cc(C(=O)O)c2c(c1C)OC(=O)c1c(C)cc(O)c(C=O)c1O2	7	i	7	i	4	-1	-1	3	13
Cc1cccc(N2CCN(S(=O)(=O)c3c(C)noc3/C=C/N(C)C)CC2)c1C	-7	i	-3	i	33	-1	-4	0	-3
CC(=O)Nc1ccc(Nc2cc(C)nc3c(-c4ccccc4)c(C)nn23)cc1	-1	i	-4	x	-3	-7	-3	2	5
CCCC(=O)O[C@@H]1C[C@@H](C)N(C(=O)c2ccccc2)c2ccc(C)cc21	4	i	-3	i	9	3	1	-4	-11

Reprinted from the part before: seven compounds; new compounds follow.
SMILES	PABP1 MLLE inh	Rpn11 block	NadD inh	Neddylation inh	FAS-TE inh	CSN deneddyl inh	Rin1 Abl inh	MT1-MMP act inh	SKN-1 inh
Cc1c(C)n2c(SCC(=O)N3CCC(C)CC3)nnc2[nH]c1=O	-9	i	-5	i	-6	-2	0	0	27
Cc1cccc(C)c1NC(=O)N1CC=CCC1	6	i	-5	i	-3	5	0	1	1
COCCCNC(=O)/C(C#N)=C/c1ccc(F)cc1	24	i	-1	i	2	-4	-5	1	2
COc1cc(C(=O)O)c2c(c1C)OC(=O)c1c(C)cc(O)c(C=O)c1O2	7	i	7	i	4	-1	-1	3	13
Cc1cccc(N2CCN(S(=O)(=O)c3c(C)noc3/C=C/N(C)C)CC2)c1C	-7	i	-3	i	33	-1	-4	0	-3
CC(=O)Nc1ccc(Nc2cc(C)nc3c(-c4ccccc4)c(C)nn23)cc1	-1	i	-4	x	-3	-7	-3	2	5
CCCC(=O)O[C@@H]1C[C@@H](C)N(C(=O)c2ccccc2)c2ccc(C)cc21	4	i	-3	i	9	3	1	-4	-11
O=C(N/N=C/c1ccc(Cl)cc1)c1ccc2c(c1)OCO2	-2	i	-3	i	-5	25	0	-3	-1
COc1ccc(C(=O)n2nnc3ccccc32)cc1Br	19	i	-1	i	38	2	4	-4	4
COCCNC(=O)CS(=O)Cc1nc(-c2ccc(OC)cc2)oc1C (stereo not drawn)	12	i	-4	i	-28	-5	0	5	6
C1=C(c2ccccc2)N2CCN=C2S1	-3	i	0	i	-76	-5	3	1	-5
C/C=C(/C)C(=O)Nc1cccc(C2=NOC3(C2)C[C@@H](C(N)=O)N(C(=O)[C@H]2CCC(=O)N2)C3)c1 (stereo partly drawn)	0	i	0	i	-10	5	0	-1	3
CCOC(=O)c1c(O)c2ccccc2oc1=O	-6	i	-1	i	-11	1	-3	-2	0
O=C(COC(=O)c1cncc(Br)c1)Nc1nc(-c2ccc(F)cc2)cs1	-12	i	4	i	1	1	-2	2	-4
C[C@@H]1CN([C@H](C)CO)C(=O)CCCn2nncc2CO[C@H]1CN(C)S(=O)(=O)c1ccc(Cl)cc1	-1	i	4	i	-6	-3	-2	9	-1
Cc1cc(C)c2nc(-c3ccccn3)cc(C(=O)n3cccn3)c2c1	-4	i	-3	x	24	1	-3	2	13
COc1ccc(CNC(=O)CCCn2nc(C)c3c(C)n(-c4ccccc4)nc3c2=O)cc1	-2	i	2	i	-4	2	1	5	-4
COc1ccc(C2C(C#N)=C(N)OC3=C2C(=O)CCC3)cc1OC (stereo not drawn)	-15	i	2	i	-2	-10	3	2	-1
Cc1cccnc1-n1c(CCN2C(=O)c3ccccc3C2=O)nc2ccccc2c1=O	2	i	1	i	-7	0	2	-6	-12
OC(CN1CCOCC1)CN(c1ccccc1)c1ccccc1 (stereo not drawn)	-3	i	-7	i	-5	1	0	0	5
CCCC(=O)C1=C(O)C(C(=O)OC)C(C)(C)CC1=Nc1cccc2ccccc12 (stereo not drawn)	0	i	-7	i	22	2	-4	-10	6
Cc1cc(=O)[nH]c(SCCc2ccccc2)n1	-6	i	-5	i	-7	6	-4	4	11
COc1cc(NC(=O)CN2CCC(C(N)=O)(N3CCCCC3)CC2)c(OC)cc1Cl	6	i	-5	i	-1	-3	0	0	11
CN1CCN(CCCNC(=O)c2ccc3c(=O)n(CCc4ccccc4)c(=O)[nH]c3c2)CC1	1	i	-11	i	-9	4	-4	2	-15
Cc1ccc(S(=O)(=O)CCC(=O)NCCC2=CCCCC2)cc1	7	i	-3	i	-3	0	2	4	11
CC(=O)N/C(=C\c1ccc(F)cc1)C(=O)NC(Cc1ccccc1)C(=O)O (stereo not drawn)	-10	i	-2	i	-5	1	-4	-3	7
O=C(NC1CCS(=O)(=O)C1)c1cn(-c2ccccc2)nc1-c1ccccc1 (stereo not drawn)	13	i	2	i	-6	-2	-1	2	-33
COc1ccccc1CNC(=O)c1cnn2c(C(F)F)cc(C)nc12	-5	i	11	i	5	3	-2	-1	-5
CCCN(CCC)CCCNC(=O)c1ccc2c(Cl)c3c(nc2c1)CCC3	-5	i	-11	i	-6	5	4	-1	-10
O=C1Nc2ccccc2/C1=N/N=C/c1ccc(-c2ccc([N+](=O)[O-])cc2)o1	-30	i	1	i	5	0	-2	-3	-5
CCOc1ccc(NC(=O)CSc2nc3ccccc3c(=O)n2CCNC(C)=O)cc1	0	i	2	i	-4	-3	-5	5	16
CC(NC(=O)/C(=C\c1ccco1)NC(=O)c1ccco1)C(=O)O (stereo not drawn)	13	i	-1	i	-6	-5	0	-2	7
CC(C)Oc1ccc(N2C(=O)c3ccccc3C2=O)cc1	-2	i	2	i	-2	3	-1	4	19
O=c1c2oc3ccccc3c2ncn1Cc1ccc(Cl)cc1	-9	i	-4	i	-2	4	3	2	-5
Cc1cc(C)nc(-n2nc(C)cc2NC(=O)c2cccc(S(=O)(=O)N3CCOCC3)c2)n1	-2	i	-2	i	-1	3	-4	0	-12
COc1ccc(CNC(=O)N2CCc3ccccc3C2)cc1	5	i	-5	i	1	-1	-1	-1	13
CCOC(=O)C(NC(C)=O)C(O)c1ccc([N+](=O)[O-])cc1 (stereo not drawn)	2	i	1	i	-6	3	3	0	-2

Results in Neddylation inh, Rin1 Abl inh and Rpn11 block, for 2 of the compounds above:
SMILES | Neddylation inh | Rin1 Abl inh | Rpn11 block
COCCNC(=O)CS(=O)Cc1nc(-c2ccc(OC)cc2)oc1C (stereo not drawn) | i | 0 | i
COc1ccc(CNC(=O)N2CCc3ccccc3C2)cc1 | i | -1 | i

Additional entries:
SMILES	PABP1 MLLE inh	Rpn11 block	NadD inh	Neddylation inh	FAS-TE inh	CSN deneddyl inh	Rin1 Abl inh	MT1-MMP act inh	SKN-1 inh
Cc1cc(OCC(=O)Nc2ccc(CN3CCOCC3)cc2)c2c(C)c(C)c(=O)oc2c1	13	i	-5	x	6	-4	-4	15	-3
O=C(NCCc1nc2ccccc2[nH]1)/C(=C/c1ccc2c(c1)OCO2)NC(=O)c1ccccc1	-6	i	-3	i	-4	-3	-3	-1	6
Cc1cccc(C)c1-n1nnnc1C(C)(C)N1CCN(N=O)CC1	-11	i	-2	i	-3	1	0	-2	-1
O=C(CN1CCN(c2ccc(F)cc2)CC1)Nc1cc(C(F)(F)F)ccc1Cl	0	i	4	i	17	1	-2	8	20
COc1ccc(S(=O)(=O)N(C)C[C@H]2Oc3c(NC(=O)Nc4c(C)noc4C)cccc3C(=O)N([C@H](C)CO)C[C@@H]2C)cc1	-4	i	6	i	0	3	4	-13	-4
Cc1ccccc1N(C(=O)CCCC(=O)Nc1ccccn1)C(C(=O)NC1CCCC1)c1ccc(O)cc1 (stereo not drawn)	0	i	3	i	2	-4	-2	-6	-7
Cc1ccc(Cn2ccc(NC(=O)C3C4CCC(C4)C3C(=O)O)n2)cc1 (stereo not drawn)	-11	i	-1	i	-7	-1	-2	6	0
COC(=O)C1=C(N)Oc2cc(C)n(CCc3ccccc3)c(=O)c2C1c1cccnc1 (stereo not drawn)	-9	i	-6	i	7	5	-1	4	-1
Cc1cc(Cl)ccc1OCC(=O)N[C@@H](Cc1ccccc1)c1nc2ccccc2[nH]1	-125	i	26	i	-6	-2	-1	-4	-3
COC(=O)c1ccccc1NC(=O)CN1C(=O)CSC1=O	12	i	0	i	-4	2	0	-1	-2
CCOC(=O)C(=CNNc1cccc(Cl)c1)C(=O)OCC	5	i	1	i	1	2	0	-5	3
CCOC(=O)CN(C(=O)COc1nc(-c2ccccc2)cc(C)c1C#N)c1ccccc1C	3	i	1	x	45	-2	-1	-15	0
Cc1csc(NC(=O)Cc2ccccc2Cl)n1	7	i	-3	i	-1	4	0	-2	-8
CCC/C(=C1/c2ccccc2C(=O)N1c1ccccc1)c1ccc2c(c1)OCCO2	4	i	6	i	29	-8	-3	1	8
O=C(CSc1nc(C2CC2)n(-c2ccccc2)n1)NCc1ccco1	-2	i	2	i	-2	-1	2	-4	-3
CCNC(=O)C1(C)CCCN(C(=O)c2cc(C)nn2C(C)(C)C)C1 (stereo not drawn)	-7	i	4	i	-8	-5	-5	1	5
